Mito fusion act: blocks mitochondrial division or promotes mitochondrial fusion | S. cerevisiae fusion-defective mutant growth rescue, CellTiterGlo 48 h | Potency, µM (titrated, usually from 46.1 µM), for the others: at the highest dose growth rescue (activation), usual class: activators | AID 485298 | 320,000 tested, 0.23% active;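 also: potency is read from the fitted curve at half-maximal effect; % of control where 0% means no effect; nearly all actives have a fitted effect of over 45% in size; temperature-sensitive fusion mutants such as fzo1-1 at 37 °C on non-fermentable ethanol glycerol medium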
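Yeast fusion mutant, YPEG (non-fermentable carbon), compound, 48 h at 37C non-permissive; CellTiterGlo added, 10 min RT, luminescence read. Rescued growth = division inhibition.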
Menin MLL FP TR: displaces Texas Red mutant MLL peptide from human menin | O00255 | Menin + Texas Red MLL mutant peptide, fluorescence polarization | Potency, µM (highest dose often 61.6 µM), for the others: top-dose FP activity change, negative = inhibition, hits mostly inhibitors | 270,000 tested, 0.23% active; active = well fitted inhibition curve with a large enough effect in the polarisation, with a control signal flat, not every such curve was filed as active; inconclusive = small, poorly fitted or top-dose-only effect, or effect the other way, or a change in a side signal; inactive = no such curve, though single readings can be large or run the other way; the % refers to the polarisation; also: potency is read from the fitted curve at half-maximal effect; % of control where 0% means no effect; many of its hits are not listed in these tables
Target sequence (O00255 whole entry, looked up): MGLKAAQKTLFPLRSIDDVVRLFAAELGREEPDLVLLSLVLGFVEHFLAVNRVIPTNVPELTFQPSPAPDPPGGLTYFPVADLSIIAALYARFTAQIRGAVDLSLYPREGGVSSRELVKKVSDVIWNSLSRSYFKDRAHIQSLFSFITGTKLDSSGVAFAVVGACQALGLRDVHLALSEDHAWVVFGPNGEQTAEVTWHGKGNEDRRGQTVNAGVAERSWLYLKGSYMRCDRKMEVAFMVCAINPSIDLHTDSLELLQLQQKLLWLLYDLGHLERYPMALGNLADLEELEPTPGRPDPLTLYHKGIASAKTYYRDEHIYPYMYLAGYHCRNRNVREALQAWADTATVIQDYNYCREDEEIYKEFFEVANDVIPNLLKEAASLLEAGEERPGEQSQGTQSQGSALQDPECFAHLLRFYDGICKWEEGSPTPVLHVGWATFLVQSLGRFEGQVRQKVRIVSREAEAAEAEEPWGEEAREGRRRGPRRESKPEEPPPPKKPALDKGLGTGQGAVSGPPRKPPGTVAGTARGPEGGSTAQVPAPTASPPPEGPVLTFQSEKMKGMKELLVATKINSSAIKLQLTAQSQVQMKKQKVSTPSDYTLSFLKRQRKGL
USP2a inh: blocks human ubiquitin-specific protease USP2a; O75604; USP2 core, Ub-CHOP2 coupled fluorogenic reporter, 485/531; Potency, µM (top dose mostly 38.3 µM), for inactives: at the highest dose activity change, negative = inhibition, most hits filed as inhibitors; 330,000 tested, 0.01% active; AID 463254;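 also: potency is read from the fitted curve at half-maximal effect; plate controls were DMSO wells for no effect and full inhibition by NEM control for full effect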
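Cell-free coupled assay: 10nM USP2 core preincubated 30min RT with compound in Tris-HCl pH 8.0/CaCl2/CHAPS buffer, then 25nM Ub-CHOP2 and 25nM reporter substrate; fluorescence (Ex 485/Em 531) read after 60min RT, normalized to NEM inhibition, concentration-response curves fitted.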
Eya2 inh: inhibitors of human Eya2 phosphatase activity | O00167 | 330,000 tested, 0.006% active | Potency, µM (doses to about 76.9 µM), without a hit: at the highest dose activity, negative = inhibition, usual class: inhibitors | recombinant Eya2, OMFP fluorescence dephosphorylation (OMFP is methylfluorescein phosphate) | AID 488837; also: potency is read from the fitted curve at half-maximal effect; % is scaled to controls: 0 for no effect and ±100 for the full control effect
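Eya2 protein (added as 0.2 uM solution) was preincubated with compound for 10 min at ambient temperature in 50 mM HEPES pH 7.5, 50 mM NaCl, 5 uM MgCl2, 0.05% BSA, 1 mM DTT. OMFP (added at 50 uM) then reacted 10 min; fluorescence read at 485/525 nm.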
TSHR antag: blocks TSH signaling through the human TSH receptor | P16473 | TSHR-expressing cells, TSH-stimulated cAMP HTRF, 2 h; active compounds read low | activity change, negative = inhibition, % at 11.5 µM | 330,000 tested, 0.2% active;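 active = activity change below a set negative limit, meaning inhibition stronger than a set level, cut at about -70% in these data; inconclusive = activity change between two set negative limits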; also: % is scaled to controls: 0 for no effect and ±100 for the full control effect
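Freshly harvested TSHR cells receive pin-tooled compound, then EC80 TSH at 4nM final. After 2 hours at 37 deg C, antibody in lysis buffer and cAMP-d2 are added; 30 minutes at ambient temperature precede the HTRF read.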
ASM inhibitor: blocks human secretory acid sphingomyelinase; P17405; placental ASM, HMU-PC fluorogenic substrate, 60 min; Potency, µM (series often up to 57.5 µM), without a hit: top-dose activity change, negative = inhibition, actives largely listed as inhibitors; 340,000 tested, 0.006% active; AID 504937; also: potency is read from the fitted curve at half-maximal effect
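Human placenta-derived ASM preincubated with compound 10 min at room temperature, then reacted with 9 uM (final) fluorogenic HMU-PC substrate for 60 min at 37 C. Stop solution raises pH to 10; fluorescence read at Ex 386/Em 447 nm.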
PKM2 activator: activators of human pyruvate kinase M2; P14618; AID 1631; purified PKM2, Kinase-Glo ATP luminescence, activation; response scale: 0% is enzyme alone, no compound; 260,000 tested, 0.34% active; Potency, µM (top dose mostly 57.5 µM), for inactives: top-dose activation, most hits filed as activators; also: potency is read from the fitted curve at half-maximal effect; % is scaled to controls: 0 for no effect and ±100 for the full control effect; nearly all actives have a fitted effect of over 55% in size
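Purified hPK-M2 (>95%) run at intermediate activity with 0.1 mM ADP and 0.5 mM PEP in 50 mM imidazole pH 7.2, KCl, MgCl2; 1 h room temperature. ATP formed read by Kinase-Glo luminescence; normalized to uninhibited and no-enzyme controls.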
hERG WT inh: KCNH2 (human, wildtype) channel inhibition. Q12809. U2OS, BacMam KCNH2, thallium flux FluxOr; active compounds read low. 340,000 tested, 0.37% active. activity change, % at 1.84 µM;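 active = maximum activity change below -70%; inconclusive = maximum activity change between -70% and -50%; inactive = maximum activity change above -50%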; also: % is scaled to controls: 0 for no effect and ±100 for the full control effect
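U2OS cells were transduced with wild-type KCNH2 virus (2.03 x 10^8 / mL) for 4 h at room temperature, then cultured overnight at 37 C. Thallium flux was read with FluxOr dye. Rate constants were normalized to DMSO controls.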
GALK inh: galactokinase (human) inhibition; Potency, µM (doses to about 57.5 µM), without a hit: top-dose activity change, negative = inhibition, usual class: inhibitors; P51570; 270,000 tested, 0.007% active; Purified GALK, Kinase-Glo residual ATP luminescence; also: potency is read from the fitted curve at half-maximal effect; % is scaled to controls: 0 for no effect and ±100 for the full control effect
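5 nM enzyme, 35 uM ATP, 100 uM galactose, 20 mM HEPES pH8.0, 5 mM MgCl2; 1 h RT; residual ATP by Kinase-Glo Plus luminescence, qHTS format.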
BCR signal inh: blocks chronic active B-cell receptor signaling | ABC-DLBCL IkBa-CBG/CBR reporter, luminescence ratio, 4 h | Potency, µM (doses to about 46.1 µM), for the others: at the highest dose ratio change, negative = lower green/red ratio, actives largely listed as inhibitors | 340,000 tested, 0.05% active; active = well fitted inhibition curve with a large enough effect in the signal ratio, with a control signal flat, not every such curve was filed as active; inconclusive = small, poorly fitted or top-dose-only effect, or effect the other way, or a change in a side signal; the % refers to the signal ratio;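 also: potency is read from the fitted curve at half-maximal effect; plate controls were basal doxycycline-induced cells for no effect and cells given 10 µM MG132 for full effect; MG132 reads +100%, hits lower the ratio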
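Compounds up to 46 uM were incubated four hours with TMD8 cells whose green CBG68 luciferase is fused to IkappaBalpha; red CBR luminescence normalised the signal, and concentration-effect curves were fitted to fusion, red and ratio data.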
MBNL1-CUG inh: blocks human MBNL1 binding to CUG repeat RNA; TR-FRET MBNL1-His/biotin-(CUG)12 binding, 665/545 ratio; Potency, µM (titrated, usually from 57.5 µM), for the others: at the highest dose activity change, negative = inhibition, actives largely listed as inhibitors; 280,000 tested, 0.036% active; active = well fitted inhibition curve with a large enough effect in the signal ratio, with a control signal flat, not every such curve was filed as active; inconclusive = small, poorly fitted or top-dose-only effect, or effect the other way, or a change in a side signal; inactive = no such curve, though single readings can be large or run the other way; the % refers to the signal ratio; also: potency is read from the fitted curve at half-maximal effect; % is scaled to controls: 0 for no effect and ±100 for the full control effect
Target sequence (Q9NR56 whole entry, looked up): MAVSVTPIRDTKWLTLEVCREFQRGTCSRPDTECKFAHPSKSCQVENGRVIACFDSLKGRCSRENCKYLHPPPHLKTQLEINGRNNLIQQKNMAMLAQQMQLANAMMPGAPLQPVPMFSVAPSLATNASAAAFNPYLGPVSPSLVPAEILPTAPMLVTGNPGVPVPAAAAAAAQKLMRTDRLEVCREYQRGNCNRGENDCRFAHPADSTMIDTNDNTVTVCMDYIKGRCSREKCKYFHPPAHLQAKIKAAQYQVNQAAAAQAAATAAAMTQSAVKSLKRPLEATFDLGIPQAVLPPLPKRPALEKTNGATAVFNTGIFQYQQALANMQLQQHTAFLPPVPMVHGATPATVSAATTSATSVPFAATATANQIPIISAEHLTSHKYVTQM
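TR-FRET readout: Ex 340 nm, 665/545 nm emission ratio, normalized to buffer-only (basal) and MBNL1-(CUG)12 controls. Complex of MBNL1-His with Biotin-(CUG)12, compounds 92 nM–58 uM, incubated 60 min at room temperature.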
An asterisk follows results filed as active; ? = inconclusive; . = not tested or not shown; [ ] = another dose, or the depositor's remark. Unless noted, calls follow the shape of the dose curve; as a rule, active = well fitted curve in the direction sought with a large enough effect; inconclusive = small, poorly fitted or top-dose-only effect, or another doubt; inactive = no such curve, though single readings can be large; an effect the other way counts as inactive or inconclusive.

SMILES	Mito fusion act	Menin MLL FP TR	USP2a inh	Eya2 inh	TSHR antag	ASM inhibitor	PKM2 activator	hERG WT inh	GALK inh	BCR signal inh	MBNL1-CUG inh
COc1ccc(NS(=O)(=O)c2ccc(O)c(NC(=O)c3cc4c(C)nn(-c5ccc(F)cc5)c4s3)c2)cc1	-1%	?	5%	-4%	-18	.	19%	12	1%	0%	6%
O=C(O)c1cc2nc3c(c(C(F)(F)F)n2n1)CCCC3	4%	7%	3%	0%	3	0%	1%	-1	7%	-7%	-1%
Cc1occc1C(=O)NNC(=O)Nc1ccc([N+](=O)[O-])cc1	0%	19%	0%	-3%	-4	3%	-11%	-2	0%	?	?
Cc1cc(NC(=O)CSc2ccnc(=O)[nH]2)no1	2%	.	1%	1%	-14	0%	.	13	.	6%	.
CCC1(C)NC(=O)N(CC(=O)Nc2sc3c(c2C(N)=O)CCC3)C1=O (configuration not stated)	-5%	4%	-10%	1%	14	2%	-8%	7	-1%	0%	3%
COc1cccc(C2Nc3ccccc3NC3=C2C(=O)CC(C)(C)C3)c1 (configuration not stated)	0%	-14%	0%	5%	12	-4%	-3%[11.5 µM]	7	4%	4%	-7%
COc1cc(OC)c(NC(=O)C2CC(=O)N(c3ccc4c(c3)OCCO4)C2)cc1Cl (configuration not stated)	-1%	.	0%	-22%	-6	.	.	-3	.	?	.
Cc1nc2cccnc2nc1C	-4%	13%	-9%	4%	2	1%	1%	2	2%	1%	1%
COC(=O)c1cccc(-c2noc(-c3ccccc3F)n2)c1	5%	.	-1%	18%	7	7%	.	.	.	?	.
COc1cc(C(=O)OCCc2c(C)nc3nc[nH]n3c2=O)cc(OC)c1OC	-6%	-6%	7%	14%	9	0%	-2%	6	0%	1%	-4%
C/C(=N\OCC(=O)OCC(=O)NC(=O)c1ccccc1)c1ccc2c(c1)OCO2	-8%	.	0%	-1%	-1	0%	.	2	.	3%	.
CCN1CCCC1CN(Cc1cc2ccc(C)cc2[nH]c1=O)C(=S)Nc1ccc(OC)cc1OC (configuration not stated)	-7%	3%	3%	6%	16	2%	7%	-2	0%	?	-9%
Clc1ccc(Cn2cc(/C=N/n3cnnc3)c3ccccc32)c(Cl)c1	3%	6%	0%	-5%	6	?	-13%	2	-1%	-16%	7%
CC(=O)NC(C)C12CC3CC(CC(C(=O)O)(C3)C1)C2 (configuration not stated)	-4%	2%	0%	6%	12	-2%	5%	-2	0%	3%	-6%
O=C(NCC(=O)N(c1ccccc1)C(C(=O)NCC1CCCO1)c1ccccc1)c1cccs1 (configuration not stated)	0%	0%	1%	8%	9	-4%	-2%	-2	-1%	3%	5%
Cc1c(NC(=O)CSc2nnc(-c3ccco3)n2-c2ccccc2)c(=O)n(-c2ccccc2)n1C	1%	1%	-1%	7%	8	0%	0%	-2	10%	5%	-4%
CCc1ccc(Cn2nnc(C(=O)Nc3ccc(OC)cc3OC)c2N)cc1	-8%	7%	1%	12%	6	-3%	1%	-3	2%	7%	4%
CC(=O)c1nnn(-c2ccc(F)cc2F)c1C	-3%	.	0%	18%	0	-1%	4%	0	-1%	-20%	-9%
Cc1csc(=O)n1CCC(=O)OCC(=O)NNC(=O)c1ccc(Br)cc1	-3%	.	1%	18%	5	3%	.	-10	.	?	.
Cc1cccc(NC(=O)c2nc[nH]c2C(=O)N2CCN(C(=O)OC(C)(C)C)CC2)c1	-12%	.	2%	-5%	3	3%	.	1	.	-4%	.
CC(=O)c1ccc(Sc2ccc(C(C)=O)cc2)cc1	-1%	-15%	3%	0%	-2	2%	1%	-6	-1%	-1%	.
Cc1nn(CC(=O)N2CCOCC2)c(C)c1[N+](=O)[O-]	-4%	11%	1%	-6%	29	4%	2%	2	-3%	-1%	-4%
O=c1c2sccc2nc(SCc2cc(=O)n3cc(Cl)ccc3n2)n1Cc1ccccn1	0%	1%	2%	10%	11	26%	?	12	0%	1%	?
Cc1cc(OCC(=O)OCC(=O)NCCN2C(=O)CSC2=O)ccc1Cl	-3%	.	0%	3%	-5	0%	.	2	.	2%	.
CCc1[nH]nc2c1C(Cc1ccccc1)C(C#N)=C(N)O2 (configuration not stated)	-2%	5%	4%	4%	7	3%	2%	6	2%	?	-4%

Next records:
SMILES	Mito fusion act	Menin MLL FP TR	USP2a inh	Eya2 inh	TSHR antag	ASM inhibitor	PKM2 activator	hERG WT inh	GALK inh	BCR signal inh	MBNL1-CUG inh
Cc1ccc(C)c(N(C)C(=O)COc2cc(=O)n(C)c3ccccc23)c1	1%	-8%	3%	5%	3	4%	0%	-9	2%	?	-3%
COc1cccc(NC(=O)CN(C)C(=O)CCN2C(=O)C3CC=CCC3C2=O)c1 (configuration not stated)	-2%	.	0%	-24%	9	2%	.	-11	.	-4%	.
Cc1nn(Cc2ccccc2)c(C)c1NC(=O)CSc1nc(-c2ccccc2)nc2c1cnn2-c1ccccc1	2%	-16%	4%	18%	18	-2%	-2%	9	0%	?	-5%
O=C(CN(Cc1ccccc1C(F)(F)F)C(=O)CNC(=O)c1ccco1)NC1CCCC1	4%	7%	3%	16%	-8	6%	-4%	0	7%	-2%	-1%
COc1ccc(COC(=O)C2=C(C)NC(=O)NC2c2ccccc2OC(C)C)cc1 (configuration not stated)	3%	?	2%	-4%	3	-1%	-1%	-7	-4%	-18%	1%
CCN1C(=O)[C@H]2[C@H]3CN=C(SCc4ccc(C#N)cc4)N3[C@@](CC)(C(=O)OC)[C@H]2C1=O	.	.	0%	9%	-4	2%	.	-1	.	0%	.
CCc1nn(-c2cc(Oc3ccccc3)nc(-c3ccccc3)n2)c(N)c1C#N	-1%	-1%	4%	-37%	8	1%	4%	0	2%	2%	4%
COc1ccccc1N1CCN(c2nc3ccccc3nc2C(C#N)C(=O)OC(C)C)CC1 (configuration not stated)	22%	-30%	-8%	-2%	-7	-8%	0%	5	3%	?	4%
Cc1c(CCO)c(=O)n(-c2ccccc2)n1S(=O)(=O)c1ccc([N+](=O)[O-])cc1	-8%	-1%	3%	23%	14	-2%	4%	2	-3%	-3%	?
COc1cc(C(=O)OCC(=O)Nc2ccc(C)cc2)cc(OC)c1OC	-10%	7%	1%	9%	-10	-3%	.	11	0%	?	-7%
CC(=O)N1c2ccc(S(=O)(=O)N3CCC(C(=O)NCc4ccc(F)cc4)CC3)cc2CC1C (configuration not stated)	2%	2%	1%	?	-7	3%	0%	-16	0%	0%	-4%
Cc1ccc(NC2CCCN(C(=O)CCCN3CCCCC3=O)C2)cc1C (configuration not stated)	-1%	-19%	1%	-9%	12	2%	-1%	2	2%	-2%	-3%
O=C(CCC(=O)c1ccccc1)Nc1ccccc1OC(F)F	6%	4%	0%	5%	-3	1%	.	19	.	-4%	-3%
O=C(Nc1nncs1)c1ccccc1Br	-2%	8%	1%	9%	-5	-1%	4%	-7	0%	-2%	2%
CC(Cl)C(=O)NC(=O)NC12CC3CC(CC(C3)C1)C2 (configuration not stated)	21%	-8%	2%	-5%	-18	0%	4%	3	1%	-14%	-22%
CCOC(=O)c1c(C)nc2cc(C)ccn12	-6%	-12%	4%	10%	-10	0%	-1%	1	-4%	5%	5%
Cc1ccc2nc3sc(C(=O)N4CCOCC4)c(N)c3cc2c1	-5%	-11%	2%	14%	-20	-10%	-2%	-9	3%	?	?
COc1ccc(CN2C(=O)C(C)=C(C)C2OC)cc1 (configuration not stated)	-3%	-10%	0%	-8%	-21	-3%	0%	9	-3%	0%	0%
Brc1ccc(-c2n(-c3ccccn3)c3ccccc3[n+]2-c2ccccn2)cc1	1%	.	8%	-17%	-8	2%	2%	-4	0%	0%	-8%
COc1cccc(-c2cccc(NC(=O)C3CCN(Cc4cnn(C)c4)CC3)c2)c1	-2%	-16%	0%	2%	64	2%	0%	21	-6%	1%	-5%

High-throughput results as filed in PubChem.

Not all compounds are listed; the hit share may differ from the screen's.
